High-throughput results deposited in PubChem BioAssay by Sanford-Burnham Center for Chemical Genomics.
UPR XBP1 act – activators of adaptive XBP1 UPR arm, primary screen, cell-based, CHO-XBP1 luciferase reporter, luminescence, uHTS; IRE1-XBP1 UPR activation; percent of tunicamycin response, DMSO as zero; activation, % at 20 µM; 330,000 tested, 0.33% active; AID 463104, 2010;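 active means versus positive control, 20 µM dose yields 30% or more activation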;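 further: 100% = tunicamycin at 10 µg/mL and 0% = DMSO only wells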
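incubation = overnight seeding at 37 °C, 6 h compound treatment at 37 °C | assay system = CHO-XBP1 cells stably carrying IRE1-XBP1-driven luciferase reporter | input = 1000 cells per well | detection = luciferase luminescence | dosing = single point, 20 µM final compound, 1% DMSO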
697 NFkB inh – inhibitors of PMA/ionomycin-induced NF-kB reporter, 697 cells, primary screen, B-cell NF-kB inhibitor project, cell-based, luminescence, uHTS. 697 B-cell NF-kB luciferase reporter, 16 h. inhibition, % at 4 µM. 330,000 tested, 0.33% active. AID 435022, 2010; in the data active means inhibition above about 35%
tim10-1 inh – growth inhibitors of tim10-1 mutant yeast, primary screen, luminescence, uHTS; S. cerevisiae tim10-1 ts strain growth, BacTiter-Glo, 24 h; inhibition, % at 20 µM; 330,000 tested, 2.2% active;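 active means inhibition of at least 40%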;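 further: mutant grown at 25 °C; 0% = DMSO wells with yeast and 100% = wells holding no yeast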
TIM10 inh – growth inhibitors of isogenic TIM10 control yeast, primary screen, counter-screen for tim10-1 yeast inhibitor project, luminescence, uHTS; S. cerevisiae TIM10 strain growth, BacTiter-Glo luminescence, 24 h; inhibition, % at 10 µM; 330,000 tested, 1.4% active;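 active means inhibition of 40% or more at the single tested concentration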;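 further: wild-type TIM10 isogenic control strain grown at permissive 25 °C; 0% = DMSO yeast wells and 100% = minimal medium wells without yeast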
CHOP UPR activ – activators of apoptotic CHOP UPR arm, primary screen, cell-based, CHO-CHOP luciferase reporter, luminescence, uHTS; 330,000 tested, 0.34% active; AID 449763, 2010; UPR activation; percent of tunicamycin response over DMSO baseline; activation, % at 10 µM;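 active means at 10 µM dose, activation of 40% or more, normalized to positive control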;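 further: 100% = tunicamycin at 10 µg/mL and 0% = DMSO alone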
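assay system = CHO CHOP reporter cells | amount = 500 CHO-CHOP cells per well | buffer or medium = F12 with 10% FBS | incubation = 16-18 h cell attachment, then 6 h compound exposure, 37 °C | detection = luminescence read with Steady-Glo | read-out = percent activation relative to tunicamycin control | controls = tunicamycin high control, DMSO low control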
Mdm2 MdmX PPI – inhibitors of human Mdm2-MdmX association, primary screen, cell-based, luminescence, split luciferase, SaOS-2, uHTS. Protein Mdm4 (Homo sapiens) + E3 ubiquitin-protein ligase Mdm2 (Homo sapiens), …. inhibition, % at 8 µM. 330,000 tested, 3% active. SaOS-2 split-luciferase Mdm2/MdmX complementation;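 active means inhibition of at least 50% at 8 µM in the primary screen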
Target sequence (O15151 whole entry, looked up): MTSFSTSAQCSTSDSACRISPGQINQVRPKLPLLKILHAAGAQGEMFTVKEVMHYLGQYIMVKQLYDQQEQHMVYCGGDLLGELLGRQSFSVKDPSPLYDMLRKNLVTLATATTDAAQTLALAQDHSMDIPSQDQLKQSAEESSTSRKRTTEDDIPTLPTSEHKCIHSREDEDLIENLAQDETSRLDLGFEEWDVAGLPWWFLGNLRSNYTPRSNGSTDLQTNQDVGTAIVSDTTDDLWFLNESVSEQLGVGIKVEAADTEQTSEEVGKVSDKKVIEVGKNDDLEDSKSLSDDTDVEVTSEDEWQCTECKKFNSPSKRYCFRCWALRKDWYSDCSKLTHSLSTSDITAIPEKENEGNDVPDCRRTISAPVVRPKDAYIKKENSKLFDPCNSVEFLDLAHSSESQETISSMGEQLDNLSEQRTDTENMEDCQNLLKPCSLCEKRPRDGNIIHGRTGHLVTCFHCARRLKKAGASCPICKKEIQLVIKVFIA
Target sequence (Q00987 whole entry, looked up): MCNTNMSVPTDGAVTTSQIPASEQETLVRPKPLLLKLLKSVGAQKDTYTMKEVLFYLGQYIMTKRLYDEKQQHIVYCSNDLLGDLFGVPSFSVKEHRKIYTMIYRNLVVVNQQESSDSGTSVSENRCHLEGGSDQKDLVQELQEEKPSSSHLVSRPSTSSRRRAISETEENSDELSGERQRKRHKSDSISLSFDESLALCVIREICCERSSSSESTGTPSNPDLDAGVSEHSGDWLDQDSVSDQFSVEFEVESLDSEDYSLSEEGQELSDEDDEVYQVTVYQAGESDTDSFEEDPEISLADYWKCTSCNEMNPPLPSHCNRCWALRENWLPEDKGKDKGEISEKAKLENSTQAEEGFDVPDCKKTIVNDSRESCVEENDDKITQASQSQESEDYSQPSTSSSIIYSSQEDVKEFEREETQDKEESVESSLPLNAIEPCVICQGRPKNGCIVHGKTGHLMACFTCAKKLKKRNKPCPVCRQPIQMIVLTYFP
Jurkat NFkB inh – inhibitors of induced NF-kB luciferase reporter, primary screen, TCR NF-kB activation inhibitor project, cell-based, luminescence, uHTS; inhibition, % at 4 µM; 330,000 tested, 0.53% active; Jurkat, PMA/ionomycin-induced NF-kB luciferase reporter; in the data active means inhibition above about 50%
tim23-1 inh – growth inhibitors of tim23-1 mutant yeast, primary screen, luminescence, uHTS | S. cerevisiae tim23-1 growth, BacTiter-Glo luminescence, 24 h | inhibition, % at 20 µM | AID 463212, 2010 | 330,000 tested, 1.3% active;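 active means growth inhibition of the mutant yeast at or above 50%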;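 further: temperature-sensitive mutant grown at 25 °C; plate controls were DMSO-treated mutant yeast for no effect and medium wells lacking yeast for full effect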
Numbers without * were called inactive. The order is random. Share with any hit: about 6.6%.

SMILES | UPR XBP1 act | 697 NFkB inh | tim10-1 inh | TIM10 inh | CHOP UPR activ | Mdm2 MdmX PPI | Jurkat NFkB inh | tim23-1 inh
N/C(=N\NC(=O)c1ccc(F)cc1)c1cc2ccccc2oc1=O | 2 | 10 | -31 | 10 | 1.3 | 14 | 2 | 5
O=[N+]([O-])c1ccccc1S(=O)(=O)Nc1ccc2c(c1)OCCO2 | -4 | 1 | 9 | 14 | 2.6 | 5 | -8 | 19
CC1CCN(C(=O)CCc2nnc(-c3ccccc3)o2)CC1 | 0 | -40 | 7 | -10 | 2.3 | -36 | -29 | 8
C/C(=C/C(=O)NCc1ccccc1)C(=O)O | 0 | 17 | 24 | 12 | 0.0 | -19 | 5 | 9
COc1ccc2c(c1)O[C@H](c1ccc3c(c1)OCO3)[C@@H](O)C2=O | 4 | -57 | 26 | 3 | 4.8 | 50* | -46 | 28
COC(=O)CSc1nc2sc3c(c2c(=O)[nH]1)CCC3 | 0 | -17 | 16 | -5 | 0.7 | -17 | -7 | 24
CCOC(=O)C1CCCN(C2CCN(Cc3nc(Cc4ccccc4)no3)CC2)C1 (stereo not drawn) | -1 | 29 | 6 | 5 | 1.2 | -12 | 6 | 5
CCn1c(C)nc2cc(C(=O)NNS(=O)(=O)c3c(F)cc(F)c(Cl)c3F)ccc21 | 1 | 17 | 11 | 12 | -0.4 | -35 | -2 | 10
COc1ccc(Nc2cc(C)nc(N3CCN(C(=O)c4ccc5c(c4)OCO5)CC3)n2)cc1 | 4 | 25 | -2 | 2 | 2.5 | 43 | 21 | 4
Cc1ccc(NC(=S)N/N=C/c2ccc(OCCC(C)C)cc2)c(C)c1 | -3 | -45 | 13 | 27 | 4.6 | -2 | 9 | 39
COc1cccc(C(=O)NCCCNC(=O)c2ccco2)c1 | -3 | -8 | -6 | -19 | -0.1 | 4 | -1 | 5
O=Cc1cn(CC(=O)N2CCc3ccccc32)c2ccccc12 | 0 | -6 | 9 | -38 | -1.6 | 2 | 5 | -14

Quoted at random: 7 compounds from above
SMILES | UPR XBP1 act | 697 NFkB inh | tim10-1 inh | TIM10 inh | CHOP UPR activ | Mdm2 MdmX PPI | Jurkat NFkB inh | tim23-1 inh
CC1CCN(C(=O)CCc2nnc(-c3ccccc3)o2)CC1 | 0 | -40 | 7 | -10 | 2.3 | -36 | -29 | 8
O=[N+]([O-])c1ccccc1S(=O)(=O)Nc1ccc2c(c1)OCCO2 | -4 | 1 | 9 | 14 | 2.6 | 5 | -8 | 19
COc1cccc(C(=O)NCCCNC(=O)c2ccco2)c1 | -3 | -8 | -6 | -19 | -0.1 | 4 | -1 | 5
N/C(=N\NC(=O)c1ccc(F)cc1)c1cc2ccccc2oc1=O | 2 | 10 | -31 | 10 | 1.3 | 14 | 2 | 5
CCOC(=O)C1CCCN(C2CCN(Cc3nc(Cc4ccccc4)no3)CC2)C1 (stereo not drawn) | -1 | 29 | 6 | 5 | 1.2 | -12 | 6 | 5
COc1ccc2c(c1)O[C@H](c1ccc3c(c1)OCO3)[C@@H](O)C2=O | 4 | -57 | 26 | 3 | 4.8 | 50* | -46 | 28
C/C(=C/C(=O)NCc1ccccc1)C(=O)O | 0 | 17 | 24 | 12 | 0.0 | -19 | 5 | 9

Next structures.
SMILES | UPR XBP1 act | 697 NFkB inh | tim10-1 inh | TIM10 inh | CHOP UPR activ | Mdm2 MdmX PPI | Jurkat NFkB inh | tim23-1 inh
N=c1c2c3c(sc2nc2n1CCC2)CCCC3 | -3 | 1 | 5 | 3 | 1.1 | 6 | 0 | 3
S=C(Nc1cccnc1)Nc1ccccc1Br | 3 | -4 | 16 | -5 | -1.5 | -14 | -12 | 11
COc1ccc(C(=O)N/C(=C\c2cn(C)c3ccccc23)C(=O)OCC(C)C)cc1 | -2 | 2 | 13 | 3 | 4.1 | -11 | 1 | -2
CC(C)(C)OC(=O)NCCCCC1=CC2=CC(=O)C(C)(O)C(=O)C2=CO1 (stereo not drawn) | 1 | 6 | 6 | 10 | 0.9 | -16 | 26 | 8
Cc1c(C(=O)N2CCCCC2)sc(N)c1C#N | -1 | 7 | 2 | -11 | -0.9 | 4 | -1 | -1
COc1cc(C(=O)O/N=C(\N)c2ccc([N+](=O)[O-])cc2)cc(OC)c1OC | 3 | 3 | 59* | 36 | -1.3 | 75* | 3 | 25
COC(=O)c1sc(NC(=O)COc2ccccc2C)nc1C | -3 | 5 | 2 | -11 | 4.5 | -22 | -36 | 9
O=C(CCn1ccc2ccccc21)NC1CCCc2ccccc21 (stereo not drawn) | -3 | -11 | 13 | -13 | -2.8 | 17 | -3 | 14
CCn1c(SCC(=O)Nc2cc(C)on2)nnc1-c1ccc(C)cc1 | -4 | 4 | 10 | -15 | 2.9 | 22 | -1 | 14
CC(C)(C)n1nnnc1C(c1cccs1)N1CCN(C(=O)c2ccco2)CC1 (stereo not drawn) | 0 | 3 | 6 | 11 | -0.8 | -11 | -4 | 13
COc1ccc(N(Cc2cc3cc(C)ccc3[nH]c2=O)C(C)=O)cc1 | -5 | -14 | 9 | 6 | -1.6 | -11 | -24 | 6
Cc1cc(C)n(S(=O)(=O)c2ccccc2)n1 | -1 | 4 | -4 | -4 | -1.5 | 17 | 8 | -2
Cc1cccc(N2CCN(S(=O)(=O)c3ccc4c(c3)CCCN4C(=O)C3CCC3)CC2C)c1 (stereo not drawn) | -5 | 7 | 33 | 18 | 0.1 | 27 | -2 | 30
COc1ccc(S(=O)(=O)N2CCCCC2)cc1NC(=O)c1cc(C)on1 | -3 | -5 | 17 | 12 | 1.1 | -4 | -2 | 10
CCOC(=O)c1cc(NC(=O)c2c(C)noc2C)cc(C(=O)OCC)c1 | -3 | 8 | 7 | 8 | -1.4 | 5 | 11 | 7
Cc1ccc(Cl)cc1NC(=O)CN1CCN(S(=O)(=O)N2CCOCC2)CC1 | -2 | 0 | 4 | -10 | -1.9 | 11 | 5 | 9
COc1cccc(-c2cc(C(=O)Nc3ccc(N(C)C(C)=O)cc3)c3cc(Br)ccc3n2)c1 | -2 | 17 | -3 | 16 | 5.9 | 62* | 3 | 4
